# Bioassay records (PubChem BioAssay)
# NF-kB neuron act: raises NF-kB expression in human neuronal cells. NF-kB reporter expression; stronger effect = higher value. fold change at 12.5 µM. hit rate 1.6% among 190,000. AID 1239; in the data active = fold change above about 3.3
# Diaphorase inh: counter-screen for diaphorase-based assays: diaphorase inhibitors and chemical oxidizers; diaphorase resazurin-to-resorufin fluorescence, NADH, 16 min; bacterial (C. kluyveri) enzyme, not human; inhibition, % at 20 µM; hit rate 0.69% among 190,000; AID 1217;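 active = primary screen inhibition at 20 µM above a set limit, cut at about 50% in these data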;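 note: plate controls were DMSO with full reaction for no effect and wells lacking NADH for full effect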
#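 Assay system: diaphorase enzyme from Clostridium kluyveri. Quantity: enzyme working solution with 0.14 U/mL diaphorase. Schedule: reaction incubation of 16 min at room temperature. Technique: resorufin fluorescence, excitation 544 nm, emission 590 nm. Controls: No-NADH positive control and DMSO neutral control.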
# TLR4-MyD88 BLA: blocks binding of human TLR4 to MyD88. hit rate 0.18% among 200,000. inhibition, % at 8.4 µM. HeLa CL3-4 TLR4/MyD88 BLA complementation, FRET ratio. O00206+Q99836; in the data active = inhibition above about 25%;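 note: 0% = vehicle and 100% = reference inhibitor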
# Target sequence (O00206 whole entry, looked up): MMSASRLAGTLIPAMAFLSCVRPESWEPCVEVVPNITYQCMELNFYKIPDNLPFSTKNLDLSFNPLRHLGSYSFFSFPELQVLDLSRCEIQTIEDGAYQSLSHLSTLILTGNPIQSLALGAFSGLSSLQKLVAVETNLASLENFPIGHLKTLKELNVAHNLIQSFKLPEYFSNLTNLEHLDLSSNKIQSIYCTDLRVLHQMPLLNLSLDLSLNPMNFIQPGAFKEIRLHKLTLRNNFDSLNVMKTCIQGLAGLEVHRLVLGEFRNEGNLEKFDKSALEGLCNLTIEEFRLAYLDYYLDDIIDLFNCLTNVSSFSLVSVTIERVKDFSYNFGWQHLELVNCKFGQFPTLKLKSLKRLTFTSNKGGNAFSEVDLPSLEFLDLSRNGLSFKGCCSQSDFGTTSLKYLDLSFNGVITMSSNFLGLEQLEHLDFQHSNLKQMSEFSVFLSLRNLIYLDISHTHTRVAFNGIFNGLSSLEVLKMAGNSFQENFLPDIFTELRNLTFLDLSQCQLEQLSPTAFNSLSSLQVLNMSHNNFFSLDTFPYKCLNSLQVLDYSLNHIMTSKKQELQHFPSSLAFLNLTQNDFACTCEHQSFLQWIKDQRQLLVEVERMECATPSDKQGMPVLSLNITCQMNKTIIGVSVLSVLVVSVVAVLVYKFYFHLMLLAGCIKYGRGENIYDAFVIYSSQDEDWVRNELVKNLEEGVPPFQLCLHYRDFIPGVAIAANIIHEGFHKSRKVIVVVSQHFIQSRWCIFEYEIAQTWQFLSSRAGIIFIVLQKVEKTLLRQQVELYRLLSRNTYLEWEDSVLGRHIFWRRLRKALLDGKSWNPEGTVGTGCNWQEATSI
# Target sequence (Q99836 whole entry, looked up): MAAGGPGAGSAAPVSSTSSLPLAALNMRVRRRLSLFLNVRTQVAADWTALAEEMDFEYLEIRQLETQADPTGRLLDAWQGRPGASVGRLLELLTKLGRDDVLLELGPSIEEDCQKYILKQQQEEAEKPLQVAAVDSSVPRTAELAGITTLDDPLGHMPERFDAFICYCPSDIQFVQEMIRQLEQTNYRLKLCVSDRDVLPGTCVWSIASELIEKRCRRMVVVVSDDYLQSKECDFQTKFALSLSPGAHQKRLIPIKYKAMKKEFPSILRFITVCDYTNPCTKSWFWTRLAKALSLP
# APP transl inh: APP translation inhibition; inhibition, % at 2 µM; hit rate 0.82% among 190,000; SH-SY5Y APP 5'UTR-luciferase reporter, luminescence;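 active = inhibition above a set limit, derived from the sample mean plus 3 SD, cut at about 45% in these data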; note: values of inactives mirror those of a sister screen read the other way
# Diaphorase act: counter-screen for diaphorase-based assays: diaphorase activators and chemical reducers; Diaphorase/resazurin coupled assay, resorufin fluorescence, 16 min; stronger effect = higher value; 1 = vehicle wells, 0 = NADH-free wells; activation factor at 20 µM; AID 1229; hit rate 0.005% among 190,000;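 active = diaphorase activity raised at least twofold by the compound at 20 µM; inactive = activation factor below 2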
#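 Test system: Clostridium kluyveri diaphorase, purified enzyme; input: enzyme 0.07 U/mL final; buffer or medium: 50 mM HEPES pH 7.4 with 4.542 mM MgCl2, 0.005% Tween 20; also added: 0.114 mM NADH and 0.1 mM resazurin, final amounts; schedule: 16 min enzyme reaction, ambient temperature; technique: fluorescence of resorufin, 544 nm excitation, 590 nm emission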
# APP 5'UTR act: APP 5'UTR luciferase reporter activation; AID 1276; SH-SY5Y APP 5'UTR luciferase reporter, luminescence; zero percent = DMSO vehicle wells; hit rate 1% among 190,000; activation, % at 2 µM;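 active = activation above a set limit, based on mean plus 3 SD of controls, cut at about 140% in these data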; note: values of inactives mirror those of a sister screen read the other way
# FLuc stim CS: firefly luciferase counter-screen for stimulation assays | activation factor at 10 µM | P08659 | ATPlite luciferase biochemical, luminescence, 10 min; 0 = ATP-free wells, 1 = DMSO control | 200,000 tested, under 10 active;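 active = luciferase activation factor, scaled between plate controls, of at least 2 with compound at 10 µM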
#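 Assay system – cell-free luciferase reagent · Medium – PBS-based ATP solution · Dosing – test compounds dosed from 2 mM stocks in 100% DMSO · Timing – 10 min, room temperature · Technique – light output (luminescence) · Measure – luminescence gain marking luciferase activators · Controls – No-ATP low control, compound-free enzyme-plus-ATP high control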
# STAT1 act: STAT1 signaling activation | NIH 3T3 STAT1-luciferase reporter, IFN-gamma, luminescence; 100% = IFN-gamma alone, no compound | activation (% of control), % at 5.5 µM | hit rate 2.6% among 200,000 | AID 932;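 active = activation above the screen-wide mean activation plus 3 SD, cut at about 130% in these data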;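 note: raw ratio to IFN-gamma control signal so 100% means no change and 0% no light; values of inactives mirror those of a sister screen read the other way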
# G6PDH CS: inhibits Leuconostoc G6PDH, flagging false hits in G6PDH-based assays; Purified L. mesenteroides G6PDH, diaphorase/resazurin coupled fluorescence, 45 min; inhibition, % at 5 µM; hit rate 0.12% among 200,000; in the data active = inhibition above about 50%
# FLuc inh counter: inhibits firefly luciferase, flagging false hits in luciferase inhibition screens; P08659; ATPLite firefly luciferase biochemical luminescence, 10 min; inhibition, % at 10 µM; hit rate 1.5% among 200,000; AID 1006;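 active = inhibition above about 50% when tested at 10 µM, limit read from the data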
# Active calls of the source: *; · = no result given.
SMILES,NF-kB neuron act,Diaphorase inh,TLR4-MyD88 BLA,APP transl inh,Diaphorase act,APP 5'UTR act,FLuc stim CS,STAT1 act,G6PDH CS,FLuc inh counter
COc1ccccc1N1CCN(C(=O)CSc2nnc(NC(=O)C3CCC3)s2)CC1,0.74,18,-12,7,0.8,-7,1.1,94,2,-8
Cc1ccc(-c2cnc3c(Cl)c(C)nn3c2)cc1,6.5*,-2,-6,-244,1,244*,0.4,90,-5,58*
CCOC(=O)C1CCN(C(=O)CCn2c(=O)[nH]c3ccsc3c2=O)CC1,1.1,8,-16,-16,0.9,16,1,100,4,-3
Cc1cccc(C)c1OCC(=O)Nn1c(C)nc2ccccc2c1=O,0.76,4,0,-6,1,6,1,103,6,-2
S=C(NNc1ccnc2cc(Cl)ccc12)Nc1ccccc1Cl,1.9,-2,2,-5,1,5,1,93,-1,-1
Cc1ccc(CN2CCN(Cc3cccc4c3OCO4)CC2CCO)cc1 (stereo not drawn),1.2,2,-4,-12,1,12,1,108,5,-3
ON=C1/C(=N\O)CC2(C/C1=N/O)OCCO2,0.9,4,2,3,1,-3,1,103,20,0
CCOC(=O)Cc1c(C)c2c(O)cc(O)cc2oc1=O,0.9,38,-11,-18,0.6,18,1,101,-25,-2
CCOC(=O)N1CCC(NC(=O)C(NC(=O)C2CCCCC2)C(C)C)CC1 (stereo not drawn),·,21,·,·,0.8,·,1.1,·,0,-7
COc1ccc(/C=C/c2nc(-c3ccccc3O)n(-c3ccccc3)n2)cc1,1.2,6,7,-13,0.9,13,1,98,-7,0

# Brought forward from above: four compounds, then new ones.
SMILES,NF-kB neuron act,Diaphorase inh,TLR4-MyD88 BLA,APP transl inh,Diaphorase act,APP 5'UTR act,FLuc stim CS,STAT1 act,G6PDH CS,FLuc inh counter
ON=C1/C(=N\O)CC2(C/C1=N/O)OCCO2,0.9,4,2,3,1,-3,1,103,20,0
CCOC(=O)Cc1c(C)c2c(O)cc(O)cc2oc1=O,0.9,38,-11,-18,0.6,18,1,101,-25,-2
CCOC(=O)N1CCC(NC(=O)C(NC(=O)C2CCCCC2)C(C)C)CC1 (stereo not drawn),·,21,·,·,0.8,·,1.1,·,0,-7
COc1ccc(/C=C/c2nc(-c3ccccc3O)n(-c3ccccc3)n2)cc1,1.2,6,7,-13,0.9,13,1,98,-7,0
COc1ccccc1Cn1c(=O)c2ccccc2n2c(SCc3csc(C)n3)nnc12,0.64,2,-6,-17,1,17,1.1,104,-3,-6
CCCCN1C(=O)C(O)=C(C(C)=O)C1c1ccc(OC)cc1OC (stereo not drawn),1.1,1,3,1,1,-1,1,97,9,3
CC(=O)c1ccc(OC(=O)CCN2c3ccccc3Sc3ccccc32)cc1,0.96,-1,6,-6,1,6,1.1,105,-3,-7
CC[C@H](C)[C@H](NC(=O)[C@H](Cc1ccc(O)cc1)NC(=O)[C@@H](N)C(C)C)C(=O)N[C@@H](Cc1cnc[nH]1)C(=O)N1CCC[C@H]1C(=O)N[C@@H](Cc1ccccc1)C(=O)O,1.3,2,1,-42,1,43,1,104,14,-1
O=C(CSc1nnc(-c2ccncc2)o1)N1CCCC1,0.94,-2,4,-26,1,26,1,100,4,-4
Cc1nc(SCC(=O)c2cccs2)c2oc3ccccc3c2n1,1.6,16,5,-19,0.8,19,0.9,116,17,11
O=C(NC1CCN(Cc2ccccc2)CC1)c1ccc2c(c1)[nH]c(=O)n2Cc1ccc(F)cc1,0.82,·,9,20,·,-20,1,90,7,-2
CC(C)(C)c1csc(NC(=O)CSc2nc3ccccc3c(=O)[nH]2)n1,0.99,-8,6,-2,1.1,2,1.1,91,5,-8
CC(C)c1cc[n+](-c2nc([O-])sc2C=O)cc1,0.89,19,-2,1,0.8,-1,1,94,-2,-4
O=C(NCc1ccc(Cl)cc1)c1ccc(-n2cccn2)nc1,1.1,4,-5,-4,1,4,1,103,3,-2
CCCCN(CCCC)CP(=O)(c1ccccc1)c1ccccc1,0.84,8,5,-5,0.9,5,1,104,15,-4
COc1ccccc1C(=O)NN1C(=O)C2C3C=CC(O3)C2C1=O (stereo not drawn),0.92,14,8,-11,0.9,11,1.1,101,4,-10
CCOC(=O)N1CCN(c2nc(C)cc(C(F)(F)F)n2)CC1,4.9*,20,4,-24,0.8,24,1.1,89,4,-6
CN(C)c1nc(NCc2ccccc2)nc(N/N=C/c2ccccc2F)n1,1.3,·,0,-14,·,14,1,101,9,-4
COc1ccc(C(=O)N/C(=C\c2ccco2)C(=O)NCCCn2ccnc2)cc1,0.85,-8,-2,2,1.1,-2,1,90,16,-3
CC(C)NC(=O)CSc1nnc(-c2ccc(C(C)(C)C)cc2)n1C,2.2,6,7,-8,0.9,8,1,102,0,-2
Cc1sc(NC(=O)CN(C)C2CCCCC2)nc1-c1ccc2c(c1)CCN2S(=O)(=O)c1ccccc1,1.3,13,9,-5,0.9,5,1.1,98,11,-5
CN1CCN(c2ccc(S(=O)(=O)N3CCCCC3)cc2NC(=O)c2cccc([N+](=O)[O-])c2)CC1,1.1,2,-1,15,1,-15,1,109,-1,-1
COC(=O)c1cccc(Oc2nc(N3CCOCC3)nc(N3CCOCC3)n2)c1,·,·,-11,-21,·,21,·,96,·,·
Cc1cc(=O)oc2c1c(C)nn2-c1ccc(Br)cc1,2.1,10,-8,-5,0.9,5,1,102,6,-1
COCCN1C(=O)N(c2cccc(C)c2)C(=O)C1CC(=O)Nc1ccc(F)cc1 (stereo not drawn),1.1,7,-5,-5,0.9,5,1,98,-2,-4
O=C(CN1CCN(S(=O)(=O)c2ccc(Br)cc2)CC1)Nc1ccccc1F,0.99,17,-15,8,0.8,-8,1,101,-11,-5
Cc1cccc(N(CC(=O)NC2CCCCC2)C(=O)c2ccc(C)s2)c1,1.1,2,19,1,1,-1,1,89,0,1
CC1=C(C(=O)Nc2ccccc2C)C(c2cccnc2)n2nc(CCCO)nc2N1 (stereo not drawn),1.1,11,-1,-13,0.9,13,1.1,100,-8,-8
COc1ccc(C(=O)N2CCCc3ccccc32)cc1,0.99,8,14,-2,0.9,2,1,105,-10,-4
CC(=O)Nc1ccc(Oc2sc(C(=O)c3ccccc3)c(N)c2C#N)cc1,2.8,8,-1,10,0.9,-10,1,81,8,0
COc1ccc(C2C(C(=O)/C=C/c3ccco3)=C(O)C(=O)N2CCN2CCOCC2)cc1 (stereo not drawn),0.94,32,-9,-2,0.7,2,1,94,13,-3
COc1ccc(C(C)=O)cc1CSc1nncn1-c1ccccc1,1.1,9,-10,-25,0.9,25,1,99,8,3
O=C(NCc1ccc(F)cc1)C1CCCN1C(=O)NCc1ccccc1 (stereo not drawn),1.1,21,-6,3,0.8,-3,1.1,99,-6,-6
O=C(O)C1CC=CCC1C(=O)N1CCN(c2nc(-c3ccccc3)c3ccccc3n2)CC1 (stereo not drawn),0.89,14,9,10,0.9,-10,1,102,-1,-3
O=C(Nc1ccccc1Cl)c1ccc2nsnc2c1,3,10,7,-81,0.9,81,0.6,133*,26,35
CS(=O)(=O)N1CCCC(C(=O)NCCc2ccccc2)C1 (stereo not drawn),1.4,9,-2,0,0.9,0,1,104,-1,0
O=C(OC1CCOC1=O)c1ccc(Cl)c(S(=O)(=O)N2CCCCC2)c1 (stereo not drawn),0.94,14,11,-15,0.9,15,1.1,101,9,-5
Cc1cnn(-c2cc(N/N=C/c3ccc(F)cc3)ncn2)c1,1.6,2,-9,7,1,-7,0.8,104,0,20
CC1CCCCC1NC(=O)CCCCCn1c(=S)[nH]c2ccccc2c1=O (stereo not drawn),1,4,2,-2,1,2,1,92,1,-3
COCC(C)n1c(COc2ccccc2F)nnc1SCC(=O)c1c(N)n(C)c(=O)n(C)c1=O (stereo not drawn),1.2,8,5,8,0.9,-8,1.1,91,5,-8
Cc1nn(Cc2ccc(F)cc2)c(C)c1NC(=O)c1nn(C)cc1Cl,1,9,-9,11,0.9,-11,1,105,0,-2
O=C1CC(Sc2ncccc2C(=O)O)C(=O)N1 (stereo not drawn),1.3,-7,12,2,1.1,-2,1,102,13,3
Cc1ccc(/C=N/NC(=O)Cn2cnc3ccccc32)o1,1.1,9,3,-18,0.9,18,1,95,1,0
O=C(C1CCCCC1)N1CCCC(c2nc3c(nnn3Cc3ccccc3)c(=O)[nH]2)C1 (stereo not drawn),1.1,13,-7,15,0.9,-15,1,97,7,0
Nn1c(SCC(=O)Nc2ccc3c(c2)OCO3)nnc1-c1ccncc1,1.3,5,-11,0,0.9,1,1.1,99,-2,-9

# Structures from the list above with an NH in an aromatic ring:
SMILES,NF-kB neuron act,Diaphorase inh,TLR4-MyD88 BLA,APP transl inh,Diaphorase act,APP 5'UTR act,FLuc stim CS,STAT1 act,G6PDH CS,FLuc inh counter
CCOC(=O)C1CCN(C(=O)CCn2c(=O)[nH]c3ccsc3c2=O)CC1,1.1,8,-16,-16,0.9,16,1,100,4,-3
CC[C@H](C)[C@H](NC(=O)[C@H](Cc1ccc(O)cc1)NC(=O)[C@@H](N)C(C)C)C(=O)N[C@@H](Cc1cnc[nH]1)C(=O)N1CCC[C@H]1C(=O)N[C@@H](Cc1ccccc1)C(=O)O,1.3,2,1,-42,1,43,1,104,14,-1
O=C(NC1CCN(Cc2ccccc2)CC1)c1ccc2c(c1)[nH]c(=O)n2Cc1ccc(F)cc1,0.82,·,9,20,·,-20,1,90,7,-2
CC(C)(C)c1csc(NC(=O)CSc2nc3ccccc3c(=O)[nH]2)n1,0.99,-8,6,-2,1.1,2,1.1,91,5,-8
CC1CCCCC1NC(=O)CCCCCn1c(=S)[nH]c2ccccc2c1=O (stereo not drawn),1,4,2,-2,1,2,1,92,1,-3
O=C(C1CCCCC1)N1CCCC(c2nc3c(nnn3Cc3ccccc3)c(=O)[nH]2)C1 (stereo not drawn),1.1,13,-7,15,0.9,-15,1,97,7,0
